inhibitors of VEEV: inhibitors of VEEV TC-83 cytopathic effect, confirmation, Vero cells (AID 588727); hit rate 0.13% among 350,000; Vero cells, VEEV TC-83 cytopathic effect inhibition; higher % means a stronger effect; inhibition, % at 20 µM, or IC50 in µM where a hit was titrated; in the data active = a potency from the dose series; inconclusive = inhibition mostly from about 14% at the one dose, without a potency; inactive = the rest, 99 in 100 with inhibition below about 12%; also: strong numbers were not always called active
tuberculosis growth: growth inhibition of non-replicating M. tuberculosis (AID 488890). hit rate 0.39% among 320,000. inhibition, % at 25 µM; hits with a dose series show IC50 in µM. Mycobacterium tuberculosis non-replicating, growth inhibition; higher % means a stronger effect; in the data active = a potency from the dose series; inconclusive = inhibition mostly from about 82% at the one dose, without a potency; inactive = the rest, 99 in 100 with inhibition below about 76%;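 also: plate controls were DMSO cells for no effect and high antibiotic wells for full effect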
H37Rv inhibition: M. tuberculosis growth inhibition, HTS (AID 449762); inhibition, % at 25 µM; hits with a dose series show IC50 in µM; M. tuberculosis H37Rv growth inhibition, 7H9 media; higher % means a stronger effect; hit rate 0.59% among 330,000; in the data active = a potency from the dose series; inconclusive = inhibition above about 70% without an active follow-up result;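 also: bacterial growth assessed after seven days of incubation; strong numbers were not always called active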
Salmonella PhoP GFP: PhoP regulon inhibitors, Salmonella typhi PhoP promoter GFP reporter, confirmatory (AID 1850); Salmonella Typhi PhoP-promoter GFP reporter, fluorescence, 4 h; higher % means a stronger effect; inhibition, % at 50 µM, or IC50 in µM where a hit was titrated; hit rate 0.33% among 310,000; in the data active = a potency from the dose series; inconclusive = inhibition mostly from about 25% at the one dose, without a potency; inactive = the rest, 99 in 100 with inhibition below about 19%;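 also: 0% = induced wells with vehicle and 100% = uninduced wells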
influenza NS1A: NS1A inhibition, H1N1 influenza, cell based functional assay (AID 504329) | NS1A functional cell-based assay, percent inhibition; higher % means a stronger effect | hit rate 0.3% among 340,000 | one-dose inhibition, % at 12.5 µM; IC50 in µM for titrated hits; in the data active = a potency from the dose series; inconclusive = inhibition above about 27% without an active follow-up result; also: strong numbers were not always called active
inhibitors of VEEV 10K pilot screen: also measured in inhibitors of VEEV; calls as there; inhibition, %; measured here: 10K pilot screen inhibition
Numbers without * were called inactive; i = inactive; u = inconclusive; x = no result given. Not a hit list; any-hit rate near 1.4%.

SMILES	inhibitors of VEEV	tuberculosis growth	H37Rv inhibition	Salmonella PhoP GFP	influenza NS1A	others
Cc1ccc(NC(=O)CNCc2ccccn2)cc1S(=O)(=O)N(C)C	0.1%	-8%	-6%	5%	11%
O=C(N/N=C/c1ccncc1)c1cc(Br)ccc1OCc1ccccc1	0.8%	33%	8%	-10%	1%
O=C(O)/C=C/c1ccc(S(=O)(=O)N2CCCCCC2)cc1	0.8%	-1%	-2%	-5%	1%
COc1ccc(-c2cc(N)n(S(=O)(=O)c3ccc(C)cc3)n2)c(OC)c1	1.5%	-8%	-6%	-17%	9%
COc1cc(/C=C2\CCCc3c2nc2ccccc2c3C(=O)O)cc(OC)c1O	0.5%	-3%	0%	14%	0%
COc1ccc(S(=O)(=O)N2CCN(Cc3cccs3)CC2)cc1OC	0.9%	11%	-3%	x	-9%
Cn1c(CNC(=O)c2ccco2)nnc1SCC(=O)N1CCN(c2ccccc2)CC1	1.2%	-1%	2%	7%	9%
O=S(=O)(NCc1ccccn1)c1ccccc1	2.9%	8%	1%	-8%	-1%
Cc1cccc(-c2n[nH]c(=S)n2/N=C/c2ccc(C)s2)c1	1.0%	u	3%	-5%	-3%
Cc1cccc(N2CC(O)(c3cccs3)[N+]3=C2CCCCC3)c1 (configuration not stated)	0.8%	3%	4%	-14%	3%
O=c1[nH]c(O)c(N=Nc2ccc([N+](=O)[O-])cc2)c(=O)[nH]1	11%	58%	-8%	0%	5%
O=C(COC(=O)Cn1cc(C(F)(F)F)ccc1=O)Nc1ccc(Br)cc1F	2.2%	x	x	x	-2%
COc1ccc2nc(N3CCCC(O)C3)c(C#N)cc2c1 (configuration not stated)	5.4%	5%	1%	-5%	-15%
CCN(CC)CCCNC(=O)c1cc2nc(-c3ccccc3)cc(C(F)(F)F)n2n1	0.5%	-3%	0%	-3%	6%
CC(=O)NCCC(=O)Nc1cc(S(=O)(=O)N2CCOCC2)ccc1N1CCOCC1	2.0%	2%	-4%	5%	-17%
COc1cc(Br)cc(/C=C/c2ccc3cccc(O)c3n2)c1OC	1.6%	-29%	-3%	-8%	-16%
CCc1nnc(NC(=O)C2CCC(CNc3c(N4CCCCC4)c(=O)c3=O)CC2)s1 (configuration not stated)	4.4%	-3%	-2%	-5%	16%
Cc1cc(C)cc(NC(=O)CCN2CC(C)OC(C)C2)c1 (configuration not stated)	i	-2%	-3%	2%	0%
CCC/C(=N/NC(=O)c1ccc2c(c1)OCO2)c1cccs1	0.2%	66%	-9%	-4%	-6%
C[C@@H]1CCC(=O)N(CC[C@H](Sc2ccccc2)c2ccccc2)CC1	i	5%	-8%	2%	8%
CCN(c1ccc2c(c1)OCO2)S(=O)(=O)c1cc2c(cc1Br)CCN2C(=O)C1CC1	4.6%	x	x	x	-17%
COc1cc(C)ccc1OCc1cc(C(=O)NCCN2CCOCC2)no1	3.2%	1%	-5%	0%	-4%
C[C@@H]1C[C@H]2[C@@H]3CCC4=CC(=O)C=C[C@]4(C)[C@@]3(F)[C@@H](O)C[C@]2(C)[C@H]1C(=O)CO	0.6%	6%	19%	8%	5%
CCCCNC(=O)Nc1nnc(C(C)(C)C)s1	1.3%	18%	12%	0%	1%
S=C(Nc1cccc(Cl)c1)Nc1ccc2cn[nH]c2c1	i	u	14%	-7%	-2%

Structures shown so far that contain two or more sulfur atoms, in the order listed:
SMILES	inhibitors of VEEV	tuberculosis growth	H37Rv inhibition	Salmonella PhoP GFP	influenza NS1A	others
COc1ccc(S(=O)(=O)N2CCN(Cc3cccs3)CC2)cc1OC	0.9%	11%	-3%	x	-9%
Cc1cccc(-c2n[nH]c(=S)n2/N=C/c2ccc(C)s2)c1	1.0%	u	3%	-5%	-3%

Back to the main list; the 5 compounds before the break are reprinted first.
SMILES	inhibitors of VEEV	tuberculosis growth	H37Rv inhibition	Salmonella PhoP GFP	influenza NS1A	others
CCN(c1ccc2c(c1)OCO2)S(=O)(=O)c1cc2c(cc1Br)CCN2C(=O)C1CC1	4.6%	x	x	x	-17%
COc1cc(C)ccc1OCc1cc(C(=O)NCCN2CCOCC2)no1	3.2%	1%	-5%	0%	-4%
C[C@@H]1C[C@H]2[C@@H]3CCC4=CC(=O)C=C[C@]4(C)[C@@]3(F)[C@@H](O)C[C@]2(C)[C@H]1C(=O)CO	0.6%	6%	19%	8%	5%
CCCCNC(=O)Nc1nnc(C(C)(C)C)s1	1.3%	18%	12%	0%	1%
S=C(Nc1cccc(Cl)c1)Nc1ccc2cn[nH]c2c1	i	u	14%	-7%	-2%
Cc1cccc2c1N(C)C(=O)C2=O	0.5%	-5%	-11%	0%	4%
CC(=NCCN1CCCCC1)c1c(O)n(Cc2ccccc2)c(=O)[nH]c1=O	0.1%	31%	0%	-13%	4%
CCOc1ccccc1N1CCN(CC(O)COC2CCCc3ccccc32)CC1 (configuration not stated)	1.4%	x	4%	-13%	14%
FC(F)(F)c1nc(NCc2cccnc2)c2ccccc2n1	4.1%	-1%	10%	-3%	3%
CCNc1cc2n(c(=O)n1)CCc1cc(OC)c(OC)cc1-2	0.1%	1%	-6%	2%	-3%
Clc1ccc(CNc2ccc3nnc(-c4ccccc4)n3n2)cc1	1.5%	x	-10%	-3%	10%
CCOC(=O)N1CCN(C(=O)CCN2C(=O)/C(=C\c3ccccc3OC)SC2=S)CC1	22%	0%	-6%	0%	5%
COCCn1c(=O)c2c(nc3n2CCCN3CCc2ccccc2)n(C)c1=O	0.0%	6%	6%	6%	-7%
COc1cc2c(C(=O)N(C)c3cc(Cl)ccc3OC)cn(C)c(=O)c2cc1OC	0.8%	-2%	-2%	5%	-7%
COCCCNC(=O)c1ccc(CNS(=O)(=O)c2ccc(NC(C)=O)cc2)cc1	i	-8%	-4%	-3%	-2%
O=C(Nc1ccccc1)c1cn2ccccc2n1	0.7%	-6%	-6%	7%	2%
O=C(COC(=O)c1ccc(O)cc1O)NC(=O)NCc1ccccc1	7.9%	12%	2%	x	-9%
O=C(NCCN1CCOCC1)c1ccc2c(c1)N(Cc1ccc(Cl)cc1)C(=O)CS2	i	-6%	5%	6%	6%
COC(=O)c1ccccc1N(Cc1ccccc1)S(C)(=O)=O	0.4%	0%	-5%	-6%	-4%	inhibitors of VEEV 10K pilot screen=0.0
CCOC(=O)COc1c(OC)cc(Cl)cc1C1Nc2ccccc2C(=O)N1c1ccccc1 (configuration not stated)	i	34%	-3%	-3%	-6%
O=C(CCCN1C(=O)/C(=C\c2cccs2)SC1=S)Nc1ccccn1	2.6%	u	15%	3%	-6%
CCOc1c(Br)cc(/C=C(\C#N)C(=O)NC2CC2)cc1OC	0.3%	14%	6%	4%	-5%
C/C(=N\NC(N)=S)c1ccc2c(c1)OCCO2	2.8%	74%	u	-18%	12%
Nc1c(S(=O)(=O)c2cccs2)c2nc3ccccc3nc2n1Cc1ccc2c(c1)OCO2	1.1%	15%	-4%	-4%	2%
CNc1nc(Nc2ccc(C)c(Cl)c2)c2cnn(C)c2n1	9.1%	16%	10%	-9%	7%
COc1cccc(/C=N/Nc2nc(N3CCCC3)nc(N3CCCC3)n2)c1O	7.3%	7%	4%	4%	2%
COc1cccc(CNc2ccc(C)c(Cl)c2)c1	0.3%	72%	53%	-3%	-14%
O=C(NCc1ccccn1)c1cccc(NS(=O)(=O)c2ccccc2)c1	4.2%	5%	0%	-1%	-15%
CCN(c1ccc(C)cc1)S(=O)(=O)c1nnc(NC(=O)c2ccco2)s1	1.9%	37%	-2%	6%	7%
C=CCn1c(C)cc(-c2csc(NCC)n2)c1C	i	6%	24%	-8%	7%

(list continues)
SMILES	inhibitors of VEEV	tuberculosis growth	H37Rv inhibition	Salmonella PhoP GFP	influenza NS1A	others
CCOC(=O)Cc1csc(NC(=O)c2ccc([N+](=O)[O-])cc2[N+](=O)[O-])n1	0.8%	80%	5%	0%	-4%
O=C(Cn1ncc2c([nH]c3ccccc32)c1=O)N1CCCCC1	2.7%	3%	-2%	3%	4%
COc1cccc(C(=O)NCCNC(=O)c2cnccn2)c1	i	-18%	-2%	2%	9%
O=C(OCC(=O)c1ccc[nH]1)c1cncc(Br)c1	1.5%	76%	3%	x	-10%
Nc1nc(SCC(=O)c2ccc(F)cc2)n[nH]1	1.9%	-1%	1%	4%	-7%	inhibitors of VEEV 10K pilot screen=1.3
COC(=O)c1ccc(NC(=O)CCN2CCN(c3ccccc3)CC2)cc1	0.4%	58%	-11%	2%	-3%
COC(=O)C(C)N(C(=O)c1ccc(Cl)cc1)c1c(C)cccc1C (configuration not stated)	i	28%	1%	-6%	-9%
CC(=O)c1ccc(N2CCN(c3ncccn3)CC2)cc1	i	12%	0%	-13%	-10%
CC(C)(C)CC(=O)Nc1nnc(SCC(=O)Nc2ccccc2F)s1	1.4%	u	5%	-13%	-2%
C/C(CC(=O)NC(C)(C)C)=N\NC(N)=S	i	-1%	-2%	9%	1%
N#CC(c1ccc(Cl)cc1)N1CCOCC1 (configuration not stated)	2.8%	-6%	2%	7%	1%
CCOc1ncccc1C(=O)Nc1ccccc1N1CCOCC1	i	26%	-1%	x	-4%
O=C(CN1C(=O)COc2ccccc21)NCCN1CCOCC1	1.4%	-14%	22%	11%	2%
Cc1nnc(NC(=O)CSc2ccccn2)s1	1.4%	-7%	-6%	-13%	19%
Cc1cc(C)cc(N2C(=O)NC(=O)/C(=C\c3cccn3-c3ccccc3)C2=O)c1	i	-10%	0%	-12%	-1%
O=C1C2C3c4ccccc4C(Br)(c4ccccc43)C2C(=O)N1c1ccccc1O (configuration not stated)	i	5%	-10%	1%	0%
CC(C)(C)NCCCOc1ccc(Cl)cc1C(C)(C)C	x	69%	-11%	-2%	x
CCOC(=O)C(C)Sc1nc2c([nH]c3ccccc32)c(=O)n1C (configuration not stated)	9.6%	3%	-5%	-10%	5%
O=C(COC(=O)CCc1ccc(S(=O)(=O)N2CCOCC2)cc1)Nc1ccccc1[N+](=O)[O-]	0.5%	-5%	-1%	x	4%
N#C/C(=C\c1ccccc1Cl)C(=O)NC(=O)Oc1ccccc1	2.5%	-6%	4%	8%	3%
CCOc1ccccc1NC(=O)CSc1nnc(CNC(=O)COc2ccc(Cl)cc2)o1	0.8%	-3%	-2%	5%	5%
CC(C)(C)OC(=O)NN=C(c1ccc(O)cc1)c1ccc(O)cc1	3.4%	-11%	1%	-7%	-2%
COc1cccc(-n2ccnc2SCC(=O)Nc2cc(C)on2)c1	1.0%	8%	1%	5%	-2%
O=C(CN(C(=O)c1ccccc1)C(=O)c1ccccc1)OCc1ccccc1	2.7%	x	x	x	-25%
CCOC(=O)c1c[nH]c2c(C(F)(F)F)cccc2c1=O	6.5%	5%	6%	-11%	7%

(list continues)
SMILES	inhibitors of VEEV	tuberculosis growth	H37Rv inhibition	Salmonella PhoP GFP	influenza NS1A	others
Cc1cccc(-n2c(=O)[nH]c3c(C(N)=O)nc(-c4ccccc4Cl)nc32)c1	6.2%	x	-4%	-5%	4%
Cc1ccc(Cl)cc1NC(=O)CCS(=O)(=O)c1cccc2nonc12	8.7%	31%	5%	9%	-6%
C=CCSc1ccc(S(=O)(=O)N2CCN(C)CC2)cn1	0.6%	x	5%	x	-3%
CC(C)(C)C(=O)Nc1nnc(SCc2ccc(F)cc2)s1	0.8%	34%	-1%	11%	-2%
CCc1ccc(-n2c(SCc3cc(=O)n4cc(Br)ccc4n3)nc3[nH]ncc3c2=O)cc1	4.1%	29%	u	7%	-4%
O=S(=O)(NC1CCCCC1N1CCN(c2ccccc2F)CC1)c1ccc(Cl)cc1 (configuration not stated)	2.8%	2%	10%	-9%	7%
CC(C)CNC(=O)c1cc([N+](=O)[O-])ccc1N1CCOCC1	0.1%	-11%	-6%	-3%	2%
CCC(CC)C1=NN2C(=N)/C(=C/c3ccc(OC(=O)c4ccco4)cc3)C(=O)N=C2S1	1.0%	u	u	15%	3%
CCc1cccc(C)c1NC(=O)c1cc(=O)[nH]c2ccc(S(=O)(=O)N3CCOCC3)cc12	3.5%	23%	-2%	x	-4%
Cc1cccc(NC(=O)Cc2ccc(F)cc2)c1	5.3%	28%	0%	13%	-8%
O=C(CSc1nnc(CNC(=O)c2c(F)cccc2Cl)o1)NCc1ccccc1	0.2%	72%	2%	-9%	9%
O=C(c1ccccc1)N(C(=O)c1ccccc1)N1CCCC1	3.3%	x	x	x	0%
CCCC1=NN(c2ccc([N+](=O)[O-])cc2)C(=O)/C1=C\N(C)C	0.0%	19%	2%	-3%	0%
CC(C)(C)c1nc[nH]c(=O)c1Br	0.4%	20%	0%	-2%	-9%
Cc1ccccc1NC(=O)N(O)C1(C#N)CCCCC1	5.0%	x	x	x	0%
CCCCN(C(=O)C1=NN(c2cc(C)ccc2C)C(=O)CC1)c1c(N)n(CCC)c(=O)[nH]c1=O	0.9%	-3%	-8%	x	-5%
O=C(CCCN1C(=O)S/C(=C\C=C\c2ccccc2)C1=O)Nc1ccc(O)cc1	1.4%	37%	-5%	-7%	-2%
